# From PubChem
# Tb PFK inh: qHTS Assay to Find Inhibitors of T. brucei phosphofructokinase; AID 485367, 2010; T. brucei PFK, ADP-Glo luminescence; 330,000 compounds, 0.17% hits; Potency, µM (highest dose often 57.5 µM), for inactives: at the highest dose activity, negative = inhibition, usual class: inhibitors; ATP-dependent 6-phosphofructokinase (Trypanosoma brucei brucei), O15648;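 further: potency means the concentration at half of the fitted maximal effect; 0% = uninhibited 1x PFK enzyme wells and -100% = no-enzyme wells; nearly all actives have a fitted effect of over 60% in size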
# Target sequence (O15648 whole entry, looked up): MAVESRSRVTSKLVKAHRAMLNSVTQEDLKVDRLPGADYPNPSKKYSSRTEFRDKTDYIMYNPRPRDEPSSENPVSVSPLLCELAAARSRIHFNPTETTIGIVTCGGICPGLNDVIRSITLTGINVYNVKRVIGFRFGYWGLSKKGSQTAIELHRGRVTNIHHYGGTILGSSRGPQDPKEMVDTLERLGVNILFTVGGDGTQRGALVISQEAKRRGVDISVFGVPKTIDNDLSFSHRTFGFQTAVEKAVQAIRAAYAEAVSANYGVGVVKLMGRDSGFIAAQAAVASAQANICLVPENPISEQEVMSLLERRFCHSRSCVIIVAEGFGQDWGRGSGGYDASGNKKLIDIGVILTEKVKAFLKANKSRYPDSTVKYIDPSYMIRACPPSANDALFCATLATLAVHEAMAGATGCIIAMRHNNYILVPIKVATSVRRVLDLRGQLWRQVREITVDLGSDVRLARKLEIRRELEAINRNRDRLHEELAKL
#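 Activity is normalized to no-enzyme wells (full inhibition) and 1.25 nM enzyme wells (no inhibition). Reaction: 0.5 mM F6P, 0.1 mM ATP, 45 min RT, ADP-Glo luminescence; concentration-response curves fitted and classed by quality.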
# Giardia kill: Small Molecules that selectively kill Giardia lamblia: qHTS. AID 540267, 2011. activity change, % at 7.66 µM, hits read low. Giardia lamblia trophozoite viability. 340,000 compounds, 0.15% hits; in the data active means activity change below about -80%; inconclusive means between about -30% and that limit;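 further: parasites exposed to compound for two days anaerobically before the ATP read; on the % scale 0 is the no-effect control and ±100 the full control effect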
#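 Luminescence from cellular ATP indicates surviving trophozoites (100 cells/well) following 48 hrs anaerobic compound treatment at 37 deg C; signal develops 15-30 min at room temperature.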
# Menin MLL FP TR: qHTS Assay for Inhibitors Targeting the Menin-MLL Interaction in MLL Related Leukemias: Competition With Texas Red Labeled MLL-derived Mutant Peptide; O00255; Menin + Texas Red MLL mutant peptide, fluorescence polarization; Potency, µM (titrated, usually from 61.6 µM), without a hit: at the highest dose FP activity change, negative = inhibition, actives largely listed as inhibitors; 270,000 compounds, 0.23% hits; AID 1768, 2009; active means well fitted inhibition curve with a large enough effect in the polarisation, with a control signal flat, not every such curve was filed as active; inconclusive means small, poorly fitted or top-dose-only effect, or effect the other way, or a change in a side signal; inactive means no such curve, though single readings can be large or run the other way; the % refers to the polarisation; further: potency means the concentration at half of the fitted maximal effect; % of control where 0% means no effect; many of its hits are not listed in these tables
# Chronic BCR inh: qHTS Assay to Find Inhibitors of Chronic Active B-Cell Receptor Signaling | ABC-DLBCL IkBa-CBG/CBR reporter, luminescence ratio, 4 h | Potency, µM (doses to about 46.1 µM), for inactives: at the top dose ratio change, negative = lower green/red ratio, usual class: inhibitors | 340,000 compounds, 0.05% hits | AID 493014, 2011; active means well fitted inhibition curve with a large enough effect in the signal ratio, with a control signal flat, not every such curve was filed as active; inconclusive means small, poorly fitted or top-dose-only effect, or effect the other way, or a change in a side signal; the % refers to the signal ratio;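 further: potency means the concentration at half of the fitted maximal effect; plate controls were basal doxycycline-induced cells for no effect and cells given 10 µM MG132 for full effect; MG132 reads +100%, hits lower the ratio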
#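 Concentration-response series (up to 46 uM) were applied to TMD8 dual-reporter cells for 4 h at 37C with doxycycline. Green/red ratio, after filter-overlap correction, defined %Activity; red signal alone was normalised to basal cells and zero luminescence.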
# B2AR arrestin: qHTS assay of beta-arrestin-biased ligands of beta2-adrenergic receptor; 330,000 compounds, 0.02% hits; Beta-2 adrenergic receptor (Homo sapiens), P07550; beta-arrestin recruitment to beta2AR, cell-based reporter; Potency, µM (highest dose often 46.1 µM), for inactives: at the top dose activation, most hits filed as activators; AID 492947, 2010;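 further: potency means the concentration at half of the fitted maximal effect; 0% = DMSO controls and full agonism = EC100 isoproterenol or metaproterenol; nearly all actives have a fitted effect of over 65% in size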
# GALK inhibitor: qHTS Assay for Inhibitors of Human Galactokinase (GALK); Potency, µM (highest dose often 57.5 µM), for the others: top-dose activity change, negative = inhibition, actives largely listed as inhibitors; 270,000 compounds, 0.007% hits; AID 1868, 2009; P51570; Purified GALK, Kinase-Glo residual ATP luminescence; further: potency means the concentration at half of the fitted maximal effect; on the % scale 0 is the no-effect control and ±100 the full control effect
# Target sequence (P51570 whole entry, looked up): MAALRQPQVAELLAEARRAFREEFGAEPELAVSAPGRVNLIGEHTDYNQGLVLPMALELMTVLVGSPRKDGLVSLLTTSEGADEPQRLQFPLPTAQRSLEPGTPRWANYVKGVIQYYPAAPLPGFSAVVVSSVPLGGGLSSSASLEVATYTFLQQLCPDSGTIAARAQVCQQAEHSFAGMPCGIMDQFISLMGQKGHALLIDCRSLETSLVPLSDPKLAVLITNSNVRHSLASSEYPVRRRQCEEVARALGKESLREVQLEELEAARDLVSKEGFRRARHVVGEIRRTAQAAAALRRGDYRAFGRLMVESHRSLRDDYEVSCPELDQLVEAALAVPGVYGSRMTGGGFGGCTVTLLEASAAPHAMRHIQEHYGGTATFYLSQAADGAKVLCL
#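 Quantitative HTS: GALK 5 nM, ATP 35 uM, galactose 100 uM, 1 h room temperature, then luciferase-based ATP detection.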
# S-ASM inh: Inhibitors of Secretory Acid Sphingomyelinase (S-ASM): qHTS | placental ASM, HMU-PC fluorogenic substrate, 60 min | Potency, µM (highest dose often 57.5 µM), for the others: top-dose activity change, negative = inhibition, most hits filed as inhibitors | 340,000 compounds, 0.006% hits; further: potency means the concentration at half of the fitted maximal effect
#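 Fluorescence read-out (Ex 386 nm, Em 447 nm) after stopping the reaction at pH 10. Enzyme: ASM from human placenta; substrate HMU-PC0, 9 uM final; 60 min, 37 °C. Compound preincubation 10 min, ambient temperature.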
# Coupling enz: qHTS Assay for Inhibitors of Fructose-1,6-bisphosphate Aldolase from Giardia Lamblia: Coupling assay counterscreen | coupling enzyme system counterscreen, AmpLite Red fluorescence | AID 2472, 2010 | activity change, negative = inhibition, % at 58.2 µM, hits read low | 290,000 compounds, 0.67% hits; in the data active means activity change below about -30%; further: on the % scale 0 is the no-effect control and ±100 the full control effect
#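 First, compound is pin-transferred into glyceraldehyde-3-phosphate coupling-enzyme reagent at 57.5 uM final and held 10 min at RT. Next, substrate, coupling system and AmpLite Red are added. After 20 min RT, fluorescence (525/598 nm) is read.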
# PTAP TSG101 blk: qHTS Assay for Iinhibitors of HIV-1 Budding by Blocking the Interaction of PTAP/TSG101. Fluorescence polarization, FITC-PTAP peptide / Tsg101 binding. 340,000 tested, under 10 active. Tumor susceptibility gene 101 protein (Homo sapiens), Q99816. Potency, µM (titrated, usually from 115 µM), for the others: at the top dose activity change, negative = inhibition, most hits filed as inhibitors; active means well fitted inhibition curve with a large enough effect in the main read-out, with a control signal flat, not every such curve was filed as active; inconclusive means small, poorly fitted or top-dose-only effect, or effect the other way, or a change in a side signal; inactive means no such curve, though single readings can be large or run the other way; further: potency means the concentration at half of the fitted maximal effect; % of control where 0% means no effect
#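 Fluorescence polarization binding of Tsg101 binding domain (10 uM final) to FITC-labeled PTAP peptide (50 nM final) in HEPES pH 7.5 buffer with NaCl, Tween 20, EDTA, TCEP. Compounds added before peptide; binding 20 min at RT.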
# a7 integrin act: qHTS for Activators of Integrin-Mediated Alleviation for Muscular Dystrophy; alpha7betagal myoblasts, beta-gal FDG fluorescence, 48 h; 350,000 compounds, 0.064% hits; Potency, µM (titrated, usually from 38.3 µM), without a hit: top-dose activation, most hits filed as activators;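 further: potency means the concentration at half of the fitted maximal effect; 100% = response of the positive control SU9516; nearly all actives have a fitted effect of over 60% in size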
#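 alpha7betagal+/- myoblasts (passage 13, 250/well) treated 48 h at 37C with compounds at 1:260 dilution of DMSO stock. Lysed, then beta-galactosidase activity read as FDG fluorescence (ex 480/em 540) after 30 min, with pre-read for autofluorescence.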
# PKM2 activator: qHTS Assay for Activators of Human Muscle isoform 2 Pyruvate Kinase. 260,000 compounds, 0.34% hits. Potency, µM (titrated, usually from 57.5 µM), for the others: top-dose activation, most hits filed as activators. AID 1631, 2009. purified PKM2, Kinase-Glo ATP luminescence, activation; response scale: 0% is enzyme alone, no compound. Pyruvate kinase PKM (Homo sapiens), P14618; further: potency means the concentration at half of the fitted maximal effect; on the % scale 0 is the no-effect control and ±100 the full control effect; nearly all actives have a fitted effect of over 55% in size
#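 Purified hPK-M2 (>95%) run at intermediate activity with 0.1 mM ADP and 0.5 mM PEP in 50 mM imidazole pH 7.2, KCl, MgCl2; 1 h room temperature. ATP formed read by Kinase-Glo luminescence; normalized to uninhibited and no-enzyme controls.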
# Active calls of the source: *; i = inactive; ? = inconclusive; · = no result given; [ ] = remark or other dose. Unless noted, the call rests on the fitted dose curve; in most records, active means well fitted curve in the direction sought with a large enough effect; inconclusive means small, poorly fitted or top-dose-only effect, or another doubt; inactive means no such curve, though single readings can be large; an effect the other way counts as inactive or inconclusive. These rows are one share of the data (hit frequency here may not be typical).
# Preview (3 entries):
SMILES,Tb PFK inh,Giardia kill,Menin MLL FP TR,Chronic BCR inh,B2AR arrestin,GALK inhibitor,S-ASM inh,Coupling enz,PTAP TSG101 blk,a7 integrin act,PKM2 activator
CC(c1ccccc1)n1c(CCCO)nc2ccccc21 (stereo unspecified),-2%,8,-11%,0%,-0.2%,-3%,9%,0,-11%,11%,0%[11.5 µM]
O=C(c1ccc(S(=O)(=O)N2CCOCC2)cc1)N(c1cccc(Cl)c1)C1C=CS(=O)(=O)C1 (stereo unspecified),-8%,2,4%,12%,-0.4%,0%,2%,-2,0%,-34%,-1%
CSc1cccc(NC(=O)/C=C/c2ccc(Cl)cc2)c1,-1%,-6,?,?,0.9%,-2%,-9%,-5,0%,6%,-1%

# This part in full, previewed entries included:
SMILES,Tb PFK inh,Giardia kill,Menin MLL FP TR,Chronic BCR inh,B2AR arrestin,GALK inhibitor,S-ASM inh,Coupling enz,PTAP TSG101 blk,a7 integrin act,PKM2 activator
CC(c1ccccc1)n1c(CCCO)nc2ccccc21 (stereo unspecified),-2%,8,-11%,0%,-0.2%,-3%,9%,0,-11%,11%,0%[11.5 µM]
O=C(c1ccc(S(=O)(=O)N2CCOCC2)cc1)N(c1cccc(Cl)c1)C1C=CS(=O)(=O)C1 (stereo unspecified),-8%,2,4%,12%,-0.4%,0%,2%,-2,0%,-34%,-1%
CSc1cccc(NC(=O)/C=C/c2ccc(Cl)cc2)c1,-1%,-6,?,?,0.9%,-2%,-9%,-5,0%,6%,-1%
Cc1cc(C)cc(-n2cccc2/C=C2/C(=N)N3C(=NC2=O)SN=C3S(C)(=O)=O)c1,-6%,-6,?,9%,-1.8%,-3%,8%,17,0%,10%,-5%
CCOC(=O)NC(C(Cl)(Cl)Cl)S(=O)(=O)c1ccccc1 (stereo unspecified),4%,5,·,2%,5.9%,0%,-3%,3,-1%,-15%,-1%
CCOC(=O)C1=C(C)Nc2nc(=S)[nH]n2C1c1ccc(Cl)cc1 (stereo unspecified),3%[0.46 µM],15,-1%,-10%,-0.7%,-5%,-3%,1,-10%,20%,0%
CC1OC(OC2C(CO)OC(OC3C(CO)OC(O)C(O)C3O)C(O)C2O)C(O)C(O)C1N[C@@H]1C=C(CO)[C@@H](O)C(O)[C@H]1O (stereo partly specified),0%,-9,2%,-19%,-0.2%,·,3%,2,-5%,·,2%
CCCCn1cc(SCC(=O)O)c2ccccc21,17%,8,1%,11%,0.1%,2%,5%,13,-8%,-16%,-2%
O=C(COC(=O)c1cccs1)NC1CCCC1,-2%,-15,16%,-1%,0.1%,0%,0%,1,-1%,4%,-3%
CCn1c(C)nc2cc(C(=O)NNC(=O)Nc3cccc(Cl)c3)ccc21,5%,9,14%,1%,-0.3%,5%,-2%,4,-1%,12%,-9%
Cc1ccccc1-c1nnc(NC(=O)c2cc3ccccc3oc2=O)s1,-1%,·,1%,-2%,-1.1%,·,·,-1,·,·,0%
Cc1ccc2nc(SCC(=O)c3cc(C)n(C)c3C)[nH]c2c1,3%,-8,-4%,-13%,0.5%,2%,-4%,-2,-1%,17%,-6%
CC(=O)c1c(C)[nH]c(C(=O)OCC(=O)N2CC(=O)Nc3ccccc32)c1C,0%,-24,-1%,?,-0.1%,0%,0%,4,-1%,37%,0%
O=C(NCC(c1ccco1)N1CCN(c2ccc(F)cc2)CC1)c1ccc2c(c1)OCO2 (stereo unspecified),-7%,30,·,11%,-0.9%,·,-3%,·,-6%,0%,·
COc1nc(Nc2ccc([N+](=O)[O-])cc2)nc(NC(C)C)n1,-1%,16,?,?,0.2%,2%,-6%,4,-2%,12%,-7%
C=CCn1c(NS(=O)(=O)c2ccccc2)c(S(=O)(=O)c2ccc(C)cc2)c2nc3ccccc3nc21,5%,15,-28%,?,0.0%,0%,i,-59*,-3%,-5%,6%
Cc1cc(C)n(-c2nnc3n2N=C(c2c[nH]c4ccccc24)CS3)n1,0%,-1,24%,?,0.0%,2%,-6%,-6,-3%,-20%,0%
COCCNC(=O)CSc1nc(-c2ccccc2)cs1,-4%,-17,-14%,?,-0.1%,1%,-1%,-1,-6%,13%,0%
CCCCc1nc2ccccc2c(=O)n1NC(=O)c1c(O)c2c(n(CC(C)C)c1=O)CCCC2,0%,-2,7%,0%,-0.8%,3%,0%,8,-5%,18%,-1%
Cn1c(NCc2ccco2)nc2c1c(=O)n(Cc1ccc(Br)cc1)c(=O)n2C,-2%,11,?,5%,-0.2%,-2%,-12%,0,-5%,4%,?
CCOC(=O)c1cc(C)sc1NC(=O)c1ccc(Cl)s1,-2%,-1,·,?,0.1%,-2%,1%,-2,-5%,13%,0%
Cc1ccc(NC(=O)c2ccccc2)cc1-n1cnnn1,3%,6,?,11%,-0.4%,-3%,2%,-14,-4%,23%,4%
O=C(Nc1cccc([N+](=O)[O-])c1)c1ccc(CN2CCOCC2)cc1,1%,-22,?,1%,0.4%,0%,-4%,-3,-2%,-7%,5%
COc1ccc(CCNC(=O)CN(c2ccc(OC)c(OC)c2)S(C)(=O)=O)cc1,-1%,16,-7%,2%,-0.4%,-1%,2%,-1,-3%,-19%,1%
COc1ccccc1C(C)Nc1nc(-c2cccnc2)nc2ccccc12 (stereo unspecified),-2%,8,22%,6%,-1.0%,-5%,-21%,-1,-6%,-19%,-1%
CCN(C(=O)COC(=O)c1cc2c(s1)CCCC2)c1c(N)n(Cc2ccccc2)c(=O)[nH]c1=O,-13%,11,·,?,-0.8%,·,2%,·,3%,21%,·
CCCN1CCC(=O)N([C@H](CO)Cc2ccccc2)CC1,2%,4,4%,-21%,0.0%,·,10%,-1,0%,-6%,2%
O=C(CSc1nc(-c2ccccc2)nc2c1Cc1ccccc1O2)Nc1ccccc1,4%,·,-7%,13%,0.0%,2%,·,0,·,·,0%
CCCCc1cc(=O)oc2cc(OCC(=O)NCc3ccccn3)ccc12,1%,17,0%,-14%,-0.8%,3%,-3%,0,-11%,?,-1%[0.46 µM]
COc1cccc2[nH]c(=O)c(-c3ccccc3)cc12,-4%,-3,?,?,0.1%,3%,88%[activator],0,-1%,?,·
O=C(COc1ccc2ccccc2c1Br)N1CCN(c2ccccn2)CC1,0%,1,14%,-1%,0.0%,-1%,-19%,1,-3%,8%[7.66 µM],-4%
COCC(C)NCc1cc(Br)ccc1OC (stereo unspecified),-3%,-10,-8%,3%,-0.1%,8%,-7%,0,-2%,10%,-9%
CCCCn1c(=S)[nH]c2cc(S(=O)(=O)N3CCOCC3)ccc21,0%,10,·,2%,-1.0%,·,0%,·,-5%,-19%,·
Cc1cc(OCc2ccccc2)ccc1/C(O)=C1/C(=O)C(=O)N(Cc2cccnc2)C1c1ccncc1 (stereo unspecified),-4%,4,·,0%,0.2%,0%,-2%,25,0%,2%,-4%
COC(=O)C(C)Oc1cc(OC(C)C(=O)OC)c2c(-c3ccccc3)cc(=O)oc2c1 (stereo unspecified),-4%,3,-8%,-7%,0.5%,-1%,-1%,2,2%,0%,·
COC(=O)Cn1c(CN2CCN(c3ccc(F)cc3)CC2)nc2c1c(=O)n(C)c(=O)n2C,4%,2,6%[11.7 µM],1%,0.3%,2%,-2%,3,0%,-32%,1%
CCN(Cc1ccccc1)S(=O)(=O)c1c(C(=O)N2CCCC2)c(C)n(C)c1C,-3%,4,13%,-2%,0.3%,0%,0%,0,-3%,2%,-2%
O=S(=O)(c1cc(Cl)ccc1Cl)n1ccnc1,5%,-6,1%,3%,4.7%,1%,2%,3,2%,14%,2%
